High-throughput results (PubChem)
Dengue-2 NS5 capping = Dengue-2 NS5 methyltransferase inhibitors, primary screen, biochemical, confirmation dose response (AID 588689) | Dengue-2 NS5 methyltransferase capping enzyme assay, biochemical; higher % means a stronger effect | Genome polyprotein (Dengue virus type 2 (strain 16681-PDK53)) | actives 0.3% (n = 340,000) | one-dose inhibition, % at 25 µM; IC50 in µM for titrated hits; in the data active = a potency from the dose series; inconclusive = inhibition above about 29% without an active follow-up result
Yfh1-depleted yeast = enhancers of respiration in Yfh1-depleted yeast, dose response, Friedreich's ataxia, plus single-dose screen (AID 1465); S. cerevisiae Yfh1-off respiration, WST-1 reduction, 72 h; higher fold induction means a stronger effect; fold induction at 50 µM; hits with a dose series show EC50 in µM; actives 0.074% (n = 220,000);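 active = fold induction of absorbance versus untreated yeast above a set limit, then at least 30% activation at any dose in follow-up; inconclusive = repeats straddling the limit, or above it without dose testing; inactive = fold induction below the set limit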;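 note: activators that raise dye reduction in frataxin-depleted yeast; strong numbers were not always called active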
GPR55 LPI antagonism = GPR55 antagonists blocking LPI-driven arrestin recruitment, primary screen, imaging, U2OS, beta-arrestin-GFP, LPI agonist (AID 2013); G-protein coupled receptor 55 (Homo sapiens); U2OS GPR55 beta-arrestin-GFP translocation imaging, LPI antagonism; higher % means a stronger effect; inhibition, % at 10 µM; hits with a dose series show IC50 in µM; actives 0.13% (n = 290,000);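 active = spots per cell inhibited over 60%, with over 100 cells counted and total cytoplasm intensity under 500,000; inconclusive = wells with under 100 cells, flagged as likely toxic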;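 note: U2OS cells stably carrying GPR55 and arrestin-GFP stimulated by 5 µM LPI near EC80; imaged beta-arrestin-GFP aggregate spots per cell after agonist stimulation; plate controls were LPI-stimulated DMSO wells for no effect and DMSO wells without LPI for full effect; some results filed as inactive read as strong as hits; confirmed hits need IC50 under 10 µM and bright autofluorescent wells are also inconclusive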
GPR55 activation = GPR55 agonists via beta-arrestin recruitment, primary screen, imaging, U2OS cells, beta-arrestin-GFP redistribution (AID 1961); G-protein coupled receptor 55 (Homo sapiens); U2OS GPR55 beta-arrestin-GFP redistribution imaging; higher % means a stronger effect; activation, % at 10 µM, or EC50 in µM where a hit was titrated; actives 0.048% (n = 290,000);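 active = activation above 40% with more than 50 cells counted in the well; inconclusive = wells holding fewer than 50 cells, flagged as toxic or sparse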;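 note: U2OS osteosarcoma cells stably expressing GPR55 and beta-arrestin-GFP; plate controls were DMSO negative control for no effect and LPI positive control for full effect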
SV40 large T antigen = SV40 large T antigen inhibitors, biochemical (AID 1903); actives 0.39% (n = 310,000); inhibition, % at 20 µM, or IC50 in µM where a hit was titrated; SV40 large T antigen ATPase/helicase inhibition assay; higher % means a stronger effect; in the data active = a potency from the dose series; inconclusive = inhibition mostly from about 32% at the one dose, without a potency; inactive = the rest, 99 in 100 with inhibition below about 32%; note: strong numbers were not always called active
AID2073 = inhibitors of Mint1-CaV2.2 protein interaction, biochemical, HTRF (AID 2073) | Voltage-dependent N-type calcium channel subunit alpha-1B (Homo sapiens) | HTRF protein-protein interaction, Mint1-CaV2.2; higher % means a stronger effect | one-dose inhibition, % at 20 µM; IC50 in µM for titrated hits | actives 0.19% (n = 290,000); in the data active = inhibition mostly above about 51%, no sharp cut-off; inconclusive = no clear call, values can overlap the other calls; inactive = mostly below about 53%; note: some results filed as inactive read as strong as hits
Rac1 GTP hydrolysis = MgcRacGAP GTPase-activating activity inhibitors, confirmation, biochemical, ADP Hunter fluorescence; actives 0.6% (n = 340,000); AID 624330, 2012; MgcRacGAP-stimulated Rac1 GTP hydrolysis, ADP Hunter fluorescence; higher % means a stronger effect; GST-tagged Rac1 F28L mutant substrate; one-dose inhibition, % at 30 µM; IC50 in µM for titrated hits; Rac GTPase-activating protein 1 (Homo sapiens);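 active = first-screen hits whose inhibition reached a set limit at any dose in the follow-up dose series; inconclusive = inhibition above the set first-screen limit but never retested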;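 note: fluorescence reports GDP produced by GAP-driven GTP hydrolysis; strong numbers were not always called active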
GPR35 arrestin U2OS = GPR35 antagonists blocking zaprinast-driven arrestin recruitment, primary screen, imaging, U2OS, beta-arrestin-GFP, zaprinast agonist (AID 2058); U2OS GPR35 beta-arrestin-GFP translocation imaging, zaprinast antagonism; higher % means a stronger effect; G-protein coupled receptor 35 (Homo sapiens); inhibition, % at 10 µM, or IC50 in µM where a hit was titrated; actives 0.052% (n = 290,000);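 active = inhibition of at least 50% with at least 30 cells and total cytoplasm GFP at most 10,000,000; inconclusive = under 30 cells or total GFP of 10,000,000 plus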
NTR1 ag = agonists of NTR1, primary screen, imaging, U2OS cells, beta-arrestin-GFP, high content (AID 493036); activation, % at 20 µM; NTR1-U2OS beta-arrestin-GFP spot imaging, agonist mode; Neurotensin receptor type 1 (Homo sapiens), P30989; actives 0.17% (n = 330,000);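 active = activation at or above 40% of the spot to cytoplasm intensity ratio, with at least 20 cells analyzed; inconclusive = wells under 20 cells, flagged as cytotoxic or low count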;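 note: 0% = DMSO without peptide and 100% = 100 nM NTR1 peptide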
Target sequence (P30989 whole entry, looked up): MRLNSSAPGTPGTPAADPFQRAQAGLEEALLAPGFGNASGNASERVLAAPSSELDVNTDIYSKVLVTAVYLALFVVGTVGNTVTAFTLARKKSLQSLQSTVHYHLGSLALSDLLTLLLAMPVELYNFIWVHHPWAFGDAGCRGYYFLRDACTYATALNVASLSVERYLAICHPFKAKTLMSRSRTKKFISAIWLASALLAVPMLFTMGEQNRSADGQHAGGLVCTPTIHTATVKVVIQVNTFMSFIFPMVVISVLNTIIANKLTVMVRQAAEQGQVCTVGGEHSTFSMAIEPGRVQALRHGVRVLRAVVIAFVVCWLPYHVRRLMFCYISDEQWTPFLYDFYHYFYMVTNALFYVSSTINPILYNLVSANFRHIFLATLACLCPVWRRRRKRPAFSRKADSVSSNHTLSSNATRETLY
NTR1 ag cell count 20 µM = further read-out of NTR1 ag, marked with its call; cell count; measured here: cell count, cytotoxicity flag
* marks the source's active call; other numbers are inactive results; i = inactive; ? = inconclusive; nt = no result given.

SMILES	Dengue-2 NS5 capping	Yfh1-depleted yeast	GPR55 LPI antagonism	GPR55 activation	SV40 large T antigen	AID2073	Rac1 GTP hydrolysis	GPR35 arrestin U2OS	NTR1 ag	NTR1 ag cell count 20 µM
CC(C)C1N(C(=O)N(C)C)CCN1S(=O)(=O)c1ccccc1 (stereo not drawn)	-2%	nt	8%	-0.2%	2%	4%	4%	-21%	-0.8	57
CC1(C)O[C@@H]2C[C@H]3[C@@H]4CCC5=CC(=O)CC[C@]5(C)[C@@]4(F)[C@@H](O)C[C@]3(C)[C@]2(C(=O)CCl)O1	5%	nt	nt	nt	13%	nt	10%	nt	0.6	72
O=C(O)CC(C(=O)Nc1ccc(Cl)c(Cl)c1)C1CCCO1 (stereo not drawn)	-6%	i	47%	0.3%	2%	14%	5%	-9%	-0.1	48
CCOC(=O)c1sc(=NC(=O)c2ccc(Br)cc2)n(C)c1C	-2%	nt	-1%	-0.1%	4%	20%	8%	-14%	0.7	71
Cc1ccc(CCNC(=O)C2CCN(S(=O)(=O)N3CCOCC3)CC2)cc1	2%	nt	18%	-0.1%	6%	16%	9%	12%	0.2	76
O=C(CSc1nc(N2CCOCC2)nc(N2CCOCC2)n1)Nc1cccc(C(F)(F)F)c1	-3%	nt	4%	-0.1%	17%	-6%	5%	-8%	1.0	68
Fc1ccc(-c2nnc(-c3ccc(Cl)cc3)o2)cc1	-5%	i	5%	0.2%	17%	6%	-2%	9%	-2.6	53
O=C(Cc1cccs1)NCc1ccccc1F	-4%	i	5%	0.6%	16%	-2%	7%	1%	1.2	55
CN(c1ccccc1)S(=O)(=O)c1nnc(NC(=O)COc2ccccc2)s1	-9%	nt	12%	-0.2%	19%	14%	-13%	4%	1.4	70
O=C(Nc1cccnc1Cl)c1cccnc1Cl	2%	i	5%	-0.1%	2%	0%	13%	-13%	0.6	87
CCOc1ccc(NC(=O)C2CCCN(S(=O)(=O)c3ccc4[nH]c(=O)ccc4c3)C2)cc1 (stereo not drawn)	-4%	nt	3%	-0.3%	9%	9%	4%	-2%	-0.5	62
COCCn1c(=S)[nH]c2cc(C(=O)N(CCO)Cc3ccccc3)ccc2c1=O	-15%	nt	9%	-0.2%	13%	-22%	-3%	-11%	-1.6	64
CC(=O)c1sc(NC(=O)C2CC(=O)N(Cc3ccccc3)C2)nc1-c1ccccc1 (stereo not drawn)	1%	nt	nt	nt	4%	nt	10%	nt	-0.5	57
Clc1cccc(Cl)c1Cn1ccc(C2CC2)n1	2%	i	2%	-0.3%	1%	22%	5%	20%	-1.8	62
O=C1NN(c2ccccc2)C(=O)/C1=C/c1cccs1	nt	i	11%	0.7%	28%	6%	nt	-3%	1.1	76
O=C1c2ccccc2-c2cccc(C(=O)N3CCN(C(=O)c4ccccc4)CC3)c21	-2%	i	15%	-0.1%	6%	8%	3%	-6%	4.2	37
Cc1cc(C)nc(-n2ncc3c2CCCC3=O)n1	-10%	i	-5%	-0.1%	3%	1%	5%	-5%	-3.2	79
Cc1cccc(-c2cc3nc4c(c(N5CCOCC5)n3n2)CCCC4)c1	-2%	i	7%	-0.1%	8%	7%	4%	-3%	21	44
O=C(O)CSc1ncnc2c1oc1ccccc12	2%	i	15%	0.2%	0%	10%	12%	20%	-1.5	41
COc1cc(C(=O)Nc2c(C(=O)N3CCOCC3)oc3ccccc23)cc(OC)c1OC	-6%	nt	54%	0.0%	4%	-4%	-2%	2%	1.9	68
Cc1ccccc1NC(=O)CC1SC(=O)N(c2ccccc2)C1=O (stereo not drawn)	-12%	i	-10%	-0.1%	14%	15%	20%	11%	-1.2	92
O=C(CSc1nc2ccccc2nc1SCC(=O)N1CCOCC1)N1CCOCC1	-4%	i	-16%	-0.1%	-1%	-3%	2%	10%	-0.3	48
CSCC[C@H](NC(=O)CCNC(C)=O)c1nc2ccccc2[nH]1	3%	i	2%	0.3%	-2%	9%	5%	-21%	0.8	61
O=c1[nH]c2cc3c(cc2cc1CN(CC1CCCO1)S(=O)(=O)c1ccccc1)OCCO3 (stereo not drawn)	-4%	i	-1%	-0.1%	1%	-1%	4%	2%	-0.2	48
CCO[C@H]1OC(C(=O)N2CCOCC2)=C[C@@H](c2ccccc2)[C@@H]1CCCO	1%	i	1%	-0.2%	6%	-11%	7%	7%	-4.8	87

Entries listed so far that have a COOH group (2):
SMILES	Dengue-2 NS5 capping	Yfh1-depleted yeast	GPR55 LPI antagonism	GPR55 activation	SV40 large T antigen	AID2073	Rac1 GTP hydrolysis	GPR35 arrestin U2OS	NTR1 ag	NTR1 ag cell count 20 µM
O=C(O)CC(C(=O)Nc1ccc(Cl)c(Cl)c1)C1CCCO1 (stereo not drawn)	-6%	i	47%	0.3%	2%	14%	5%	-9%	-0.1	48
O=C(O)CSc1ncnc2c1oc1ccccc12	2%	i	15%	0.2%	0%	10%	12%	20%	-1.5	41

Additional records follow:
SMILES	Dengue-2 NS5 capping	Yfh1-depleted yeast	GPR55 LPI antagonism	GPR55 activation	SV40 large T antigen	AID2073	Rac1 GTP hydrolysis	GPR35 arrestin U2OS	NTR1 ag	NTR1 ag cell count 20 µM
Cc1ccc2nc(-c3ccc(O)cc3)c(Nc3ccc4c(c3)OCCO4)n2c1	-4%	i	-21%	-0.1%	17%	24%	?	-7%	4.3	93
Cc1cc(N2C(=O)C(O)=C(C(=O)c3cc4ccccc4o3)C2c2cccc(Cl)c2)no1 (stereo not drawn)	16%	nt	10%	-0.2%	8%	12%	-4%	-18%	-0.6	46
CCOC(=O)CNC(=O)CSc1nc2ncc(Br)cc2[nH]1	-1%	i	-12%	-0.3%	28%	-1%	6%	14%	0.9	65
OC1(C(F)(F)F)CC(O)(C(F)(F)F)n2nc(-c3ccccc3)cc2N1 (stereo not drawn)	1%	i	-6%	0.0%	5%	?	10%	1%	2.2	68
COC(=O)C1CC23C=CCN4CCC5(c6ccccc6NC15C2C)C43 (stereo not drawn)	-5%	nt	-1%	-0.2%	6%	-3%	6%	-2%	6.3	80
Cc1cc(OC(F)F)ccc1NC(=S)NC1CCCC1	-12%	nt	6%	-0.1%	13%	-7%	8%	11%	-1.0	56
C=CCNc1nnc(Sc2ncccc2[N+](=O)[O-])s1	-5%	i	-17%	-0.3%	-3%	-7%	7%	-14%	1.3	46
O=C(COC(=O)CNS(=O)(=O)c1ccccc1)Nc1ccc(Cl)cn1	4%	i	3%	0.2%	7%	11%	15%	11%	0.8	45
N#Cc1cn(-c2cccc(C(F)(F)F)c2)c(=O)[nH]c1=O	-11%	nt	-1%	1.4%	20%	6%	nt	-1%	-2.3	93
FC(F)(F)c1cc(Cl)c2nc(-c3ccccc3)cn2c1	-1%	i	13%	-0.1%	3%	22%	-3%	4%	-0.1	49
COc1ccccc1C(c1nnnn1C(C)(C)C)N1CCCCCC1 (stereo not drawn)	2%	i	14%	0.1%	13%	-4%	5%	10%	1.3	55
CCOC(=O)c1c(C)[nH]c(C)c1C(=O)COC(=O)c1ccc(Cl)c(S(N)(=O)=O)c1	-6%	i	12%	-0.1%	21%	1%	5%	-7%	1.2	51
C[n+]1ccn(CC(=O)c2ccc(Cl)cc2)c1	-3%	i	-1%	-0.3%	10%	-1%	8%	-11%	0.3	60
COc1ccc(-n2ccnc(SCC(=O)NC3CCCCC3)c2=O)cc1	2%	nt	5%	0.0%	13%	3%	9%	17%	0.5	61
CSc1c(C#N)c(N)nc2sc(C(=O)c3ccccc3)c(N)c12	?	i	1%	0.7%	27%	-28%	6%	2%	18	59
O=C(CSc1nc2ccc(Cl)cc2[nH]1)N1CCN(C(=O)c2ccco2)CC1	-13%	i	6%	-0.2%	4%	?	14%	12%	1.0	49
CCN(C(=O)COC(=O)c1cc(S(=O)(=O)N2CCc3ccccc32)ccc1OC)C1CCS(=O)(=O)C1 (stereo not drawn)	nt	i	-5%	0.2%	5%	-1%	3%	-9%	-0.7	87
COc1ccc(CCNC(=S)NCCc2ccc(OC)c(OC)c2)cc1OC	4%	i	13%	-0.1%	4%	-2%	12%	-6%	0.6	50
Cc1c(C(=O)NCc2cccnc2)sc2nc(-c3ccccc3)cn12	-6%	nt	-5%	0.0%	11%	-3%	7%	7%	-1.7	52
NS(=O)(=O)c1ccc(NC(=O)Cn2nc(C(=O)O)c3ccccc3c2=O)cc1	-1%	nt	-5%	0.3%	1%	-3%	8%	-3%	-0.8	48
O=C(Oc1nsnc1N1CCCCC1)N1CCOCC1	4%	nt	-4%	0.1%	3%	-3%	8%	12%	0.6	51
CC(C)(C)CC(C)(C)c1ccc(O)c(CN2CCN(CCC#N)CC2)c1	-1%	i	-4%	0.1%	-7%	2%	5%	-2%	0.2	90
O=S(=O)(NCC(c1ccc2c(c1)OCO2)N1CCN(c2ccccc2)CC1)c1ccccc1 (stereo not drawn)	-10%	nt	nt	nt	8%	nt	5%	nt	2.2	67
COc1ccc(C(=O)N2CCN(CC(=O)N3CCOCC3)CC2)cc1	1%	nt	-13%	0.3%	13%	11%	4%	-9%	0.7	73

As a working copy, 5 of the compounds above:
SMILES	Dengue-2 NS5 capping	Yfh1-depleted yeast	GPR55 LPI antagonism	GPR55 activation	SV40 large T antigen	AID2073	Rac1 GTP hydrolysis	GPR35 arrestin U2OS	NTR1 ag	NTR1 ag cell count 20 µM
NS(=O)(=O)c1ccc(NC(=O)Cn2nc(C(=O)O)c3ccccc3c2=O)cc1	-1%	nt	-5%	0.3%	1%	-3%	8%	-3%	-0.8	48
O=C(Oc1nsnc1N1CCCCC1)N1CCOCC1	4%	nt	-4%	0.1%	3%	-3%	8%	12%	0.6	51
CC(C)(C)CC(C)(C)c1ccc(O)c(CN2CCN(CCC#N)CC2)c1	-1%	i	-4%	0.1%	-7%	2%	5%	-2%	0.2	90
O=S(=O)(NCC(c1ccc2c(c1)OCO2)N1CCN(c2ccccc2)CC1)c1ccccc1 (stereo not drawn)	-10%	nt	nt	nt	8%	nt	5%	nt	2.2	67
COc1ccc(C(=O)N2CCN(CC(=O)N3CCOCC3)CC2)cc1	1%	nt	-13%	0.3%	13%	11%	4%	-9%	0.7	73

Random draw from the library, and some 1.7% of all compounds hit somewhere here.
